# RAD54 branch = inhibitors of human RAD54 branch migration, primary screen, biochemical, fluorescence, single point | DNA repair and recombination protein RAD54-like (Homo sapiens), Q92698 | RAD54 Holliday junction branch migration, FAM/BHQ fluorescence | inhibition, % at 10.4 µM | 0.14% of 360,000 active | AID 602329, 2012;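 active = mean normalized replicate activity at least 40 and at least half of replicates scoring 40 or more; inconclusive = only one of the two criteria met; inactive = mean below 40 and under half of replicates reaching 40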;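 also: 0% = median of neutral control wells and 100% = median of positive control wells; inhibitors cause a drop in the FAM fluorescence signal; in these data hits start at about 50%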
# E-selectin induc = E-selectin induction in HUVECs, primary screen, imaging, HUVEC, immunofluorescence imaging, single point. normalized: neutral wells 0, TNF-alpha wells 100. activation, % at 7.58 µM. 0.37% of 260,000 active. AID 686992, 2013;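 active = mean E-selectin-positive cell signal at least 10% of the positive control, reached in at least 60% of replicates, without over 20% cell loss; inconclusive = no rule given, readout overlaps actives, possibly toxicity-flagged; inactive = the rest, including those meeting only one limit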;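 also: in these data hits start at about 27%; measured in HUVEC primary endothelial cells; signal is the percent of cells scored E-selectin positive by PE staining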
# Target sequence (P16581 whole entry, looked up): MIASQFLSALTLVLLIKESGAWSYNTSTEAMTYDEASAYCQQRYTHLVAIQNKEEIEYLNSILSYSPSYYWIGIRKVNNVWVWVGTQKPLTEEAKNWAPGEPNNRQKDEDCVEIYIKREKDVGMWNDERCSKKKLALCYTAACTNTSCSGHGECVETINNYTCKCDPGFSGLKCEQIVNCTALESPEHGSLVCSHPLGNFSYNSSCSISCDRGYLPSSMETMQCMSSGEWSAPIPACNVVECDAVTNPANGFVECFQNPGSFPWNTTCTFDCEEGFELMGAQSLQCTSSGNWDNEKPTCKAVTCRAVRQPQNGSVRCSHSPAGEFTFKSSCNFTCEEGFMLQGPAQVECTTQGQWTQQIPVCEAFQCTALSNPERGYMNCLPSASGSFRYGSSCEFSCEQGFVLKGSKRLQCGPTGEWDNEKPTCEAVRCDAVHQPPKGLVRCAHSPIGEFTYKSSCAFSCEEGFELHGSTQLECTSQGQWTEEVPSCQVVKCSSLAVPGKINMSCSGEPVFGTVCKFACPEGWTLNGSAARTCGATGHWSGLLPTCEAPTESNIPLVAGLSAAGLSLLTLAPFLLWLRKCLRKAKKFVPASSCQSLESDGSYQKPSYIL
#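 material = human umbilical vein endothelial cells (HUVEC), E-selectin induction | quantity = 3,000 cells/well | medium = EGM-2 growth medium on 0.1% gelatin-coated wells | technique = immunofluorescence imaging | read-out basis = % PE-positive cells | control set = TNF-alpha positive control, DMSO neutral control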
# RAD52 inh = RAD52 DNA annealing inhibitors, primary screen, biochemical, FRET, single point, set 2; DNA repair protein RAD52 homolog (Homo sapiens), P43351; recombinant RAD52 DNA annealing, FRET fluorescence; inhibition, % at 18.7 µM; 0.46% of 360,000 active; AID 651710, 2012;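 active = every replicate showing at least 50% inhibition; inconclusive = mean inhibition at least 50% but not in every replicate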
# XiGFP reactiv = activators of inactive X chromosome reactivation, primary screen, imaging, XiGFP fibroblasts, GFP high-content imaging, set 2; activation, % at 7.58 µM; 0.055% of 360,000 active; AID 743238, 2013; XiGFP mouse fibroblasts, % GFP-positive cells imaging, 3 d; cells co-treated with 5-aza-dC sensitizer; scaled so ellipticine positive control = 100%;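 active = mean normalized replicate activation at least 10% and every replicate at or above 10%; inconclusive = only one of the two criteria met; inactive = mean below 10% and not all replicates reach 10%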;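 also: 0% = median of on-plate neutral control wells and 100% = ellipticine 6 µM median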
#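 Material: XiGFP fibroblasts, SV40-immortalized; Buffer or medium: DMEM containing 5-aza-dC; Compound dosing: single point; Times: 3 days compound exposure.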
# DENV2 CPE = inhibitors of DENV2 cytopathic effect, primary screen, cell-based, plate reader, single concentration; DENV2-infected cells, cytopathic effect rescue; CPE inhibition, % at 9.99 µM; 1.7% of 350,000 active; AID 651640, 2012; in the data active = CPE inhibition above about 20%, passing the limit was not always enough; inconclusive = no clear call, values can overlap the other calls; tested in BHK-21 cells;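 also: 0% = median of neutral control wells and 100% = median of positive control wells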
# Casp6 inh = human caspase-6 inhibitors, primary screen, biochemical, VEID-R110 fluorescence, single point, set 2; purified caspase-6, Z-VEID-R110 cleavage fluorescence; P55212; AID 686996, 2013; inhibition, % at 12.5 µM; 0.53% of 350,000 active;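 active = mean inhibition across replicates at least about 35%, with every replicate also reaching that limit, limit read from the data; inconclusive = only one of the two criteria met; inactive = neither criterion met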;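 also: 0% = median of neutral control wells and 100% = no fluorescence left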
# Target sequence (P55212 24-179 limits assumed): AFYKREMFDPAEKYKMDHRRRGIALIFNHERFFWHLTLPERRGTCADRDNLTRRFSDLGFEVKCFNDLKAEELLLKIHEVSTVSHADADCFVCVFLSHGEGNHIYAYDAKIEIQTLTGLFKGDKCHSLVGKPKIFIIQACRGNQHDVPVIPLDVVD
# Target sequence (P55212 194-293 limits assumed): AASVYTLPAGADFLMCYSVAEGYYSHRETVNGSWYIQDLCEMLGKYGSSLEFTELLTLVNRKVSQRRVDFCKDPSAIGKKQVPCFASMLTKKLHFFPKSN
# INS-1E GSIS act = GLuc luminescence reporter in INS-1E cells, primary screen for activators of glucose-dependent secretion of insulin. activation, % at 16.6 µM. INS-1E GLuc reporter insulin secretion, 2-3 h. 0.61% of 370,000 active. AID 743287, 2014;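 active = lowest replicate activation of at least 40%, so every replicate reaches that level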;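 also: 0% = median of neutral control wells and 100% = median of IBMX positive control wells; some compounds called inactive have numbers as strong as hits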
# CFTR F508del cor = F508del CFTR correction, initial screen, CFBE line, single point; CFBE cells, YFP halide quenching; stimulated with forskolin plus potentiator P3; % fluorescence drop versus neutral controls; activity (quench increase), % at 7.58 µM; 0.36% of 350,000 active; AID 720511, 2013;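 active = mean added fluorescence quench of at least 8% versus neutral control, with both replicates also reaching 8%; inconclusive = only one of the mean or replicate conditions met; inactive = mean below 8% and not both replicates reaching 8%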;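 also: cells transiently co-express mutant CFTR-F508del with the halide-sensitive YFP; corrector assay measuring rescue of mutant channel to the surface after 24 h compound exposure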
# * = called active by the depositor; ? = inconclusive; · = not tested or not shown.
cpd	smiles	DENV2 CPE	CFTR F508del cor	XiGFP reactiv	Casp6 inh	RAD52 inh	INS-1E GSIS act	E-selectin induc	RAD54 branch
1	CC(C)NC(=O)CN(c1cccc([N+](=O)[O-])c1)S(=O)(=O)c1ccccc1	1.0	·	0.0	-2.2	-0.5	4.5	·	·
2	O=C(Nc1ccc(Cl)c(NC(=O)c2cccs2)c1)c1ccco1	10.8	-1.2	0.0	5.2	-22.2	-4.5	-0.2	6.1
3	C#CCNC(=O)C1=C[C@H](c2csc3ccccc23)C[C@H](OCc2ccc(CO)cc2)O1	11.3	0.3	0.0	-1.4	-112.9	-2.1	-0.1	3.9
4	C[C@H](NC(=O)c1ccccc1Cl)C(=O)OCC(=O)N1CC2(C)CC1CC(C)(C)C2 (stereo not given in full)	1.9	-2.3	0.2	3.8	-23.8	3.2	·	·
5	COc1cc(C(=O)C(=O)N2CCN(c3ccccc3)CC2)cc2ccccc12	13.3	-1.9	0.0	-1.2	-14.5	-10.4	-0.6	·
6	NNC(=O)[C@H](Cc1ccccc1)NC(=O)NCCc1ccccc1	7.7	0.1	0.0	-0.1	-17.4	19.2	·	3.0
7	CCOC(=O)/C(C#N)=C/Nc1ccccc1NS(=O)(=O)c1ccc2c(c1)OCCO2	?	0.5	0.1	1.1	-4.4	6.5	0.4	6.9
8	O=C(Cn1nnc(-c2ccccc2)n1)Nc1cccc(S(=O)(=O)N2CCOCC2)c1	-5.3	-1.2	-0.1	-2.2	-6.6	-9.8	·	-5.2
9	C[C@H]1CN([C@@H](C)CO)C(=O)c2cccc(NC(=O)C3CC3)c2O[C@@H]1CN(C)Cc1ccc(C(=O)O)cc1	-10.3	2.6	0.2	-0.7	-2.3	12.7	0.8	10.6
10	Cc1cc(S(=O)(=O)N(Cc2ccc(C(C)(C)C)cc2)Cc2cccs2)ccc1-n1cnnn1	·	·	0.0	·	·	-35.6	0.2	12.0
11	CCCC(C(=O)Nc1ccc(S(=O)(=O)Nc2nccs2)cc1)c1ccccc1 (stereo not given)	-6.3	-0.5	0.0	2.5	-70.6	7.3	·	-10.0
12	CCOC(=O)CCCCC(=O)c1[nH]c(=O)[nH]c1CSc1nc2ccccc2[nH]1	-3.1	0.4	·	·	-6.5	3.1	·	2.3
13	O=C(/C=C/c1ccc([N+](=O)[O-])cc1)OCC(=O)N1CCOCC1	-3.3	-1.6	-0.1	-1.5	0.1	-0.4	-0.4	-19.0
14	N/N=C(/Cc1nc2ccccc2[nH]1)c1ccc([N+](=O)[O-])cc1	3.4	-0.6	0.0	-1.3	-8.6	-1.4	·	·
15	CNC[C@@H]1Oc2cc(C#C[C@@H](C)O)ccc2S(=O)(=O)N([C@@H](C)CO)C[C@H]1C	19.1	1.4	-0.5	0.5	-23.2	6.1	-0.1	-7.1
16	CC(=O)Nc1ccc(NC(=O)C2CCN(C(=O)c3cccs3)CC2)cc1	-1.4	·	0.6	6.3	-1.7	9.1	·	·
17	CCOc1ccc(S(=O)(=O)N=C(c2ccccc2)N2CCOCC2)cc1	0.1	-2.8	-0.1	-2.2	-27.2	5.6	3.3	-2.0
18	O=C1NC[C@H](CCCCN2C[C@H](Cc3ccccc3)N(CCC3CCCCC3)C(=O)C2=O)N(CCc2ccccc2)C1=O	1.3	-2.5	-0.1	-0.9	6.5	10.8	·	·
19	COc1ccc(/C=C(/C#N)C(=O)Nc2ccccc2C)cc1C(=O)O	-4.9	·	0.1	-2.7	4.1	·	-0.6	-0.4
20	CC(=O)N1N=C(N)SC1c1ccc(Cl)c(Cl)c1 (stereo not given)	-2.1	0.7	-0.1	-3.7	-6.3	·	·	1.8
21	Cc1ccccc1Nc1ncnc2c1cnn2Cc1ccccc1	-0.8	-2.1	0.6	0.7	0.8	-2.8	-0.1	3.5
22	CCOC(=O)c1cc(S(=O)(=O)N2CCOCC2)cn1C	0.1	-2.5	0.0	1.2	-3.1	-2.9	·	4.3
23	CCN(CC)c1ncnc2c1ncn2[C@H]1CN(Cc2ccncc2)C[C@@H](CO)O1	5.8	1.7	0.0	-0.6	-8.9	0.2	-0.4	-2.0
24	O=C(C1CCN(c2ncnc3c2nc2n3CCCCC2)CC1)N1CCN(c2ccc(F)cc2)CC1	-4.6	-0.7	0.1	5.6	-4.8	4.2	·	1.7
25	COc1ccc(CCCN2CCC(CN3CCNC(=O)C3=O)CC2)cc1OC	-7.8	1.1	1.0	2.8	-3.1	·	·	-1.2
26	COc1cc(NC(=O)[C@@H]2CCCN(S(=O)(=O)c3cccc4cccnc34)C2)cc(OC)c1OC	-11.9	0.7	0.2	-1.5	-1.2	-4.5	-0.2	-8.7
27	CO[C@@H]1CN(C)C(=O)c2cc(NS(=O)(=O)c3cccc(C)c3)ccc2OC[C@H](C)NC[C@H]1C	-1.4	0.1	0.1	-0.9	-15.4	16.7	-0.2	6.4
28	C[C@H](CO)N1C[C@H](C)[C@@H](CN(C)Cc2ccc3c(c2)OCO3)Oc2ncc(C#CCN(C)C)cc2C1=O	5.8	-1.9	-1.0	-61.7	-3.5	19.6	0.3	-5.9
29	CCn1c2ccccc2c2cc(NC(=O)c3ccccc3[N+](=O)[O-])ccc21	31.8*	-4.1	-0.1	-0.5	-3.6	-1.1	·	·
30	O=C(c1ccncc1)N1CC(=O)N2[C@H](CO)[C@@H](c3ccc(-c4cccnc4)cc3)[C@@H]2C1	17.2	-0.9	0.1	-1.3	-7.1	-7.3	0.2	·
31	COc1ccccc1NC(=O)N1C[C@@H]2[C@H](c3ccccc31)[C@H](CO)N2C(C)=O	-10.3	-0.5	0.6	1.6	19.8	-2.0	0.2	-2.0
32	Cc1nn2c(nc(N3CCOCC3)c3ccccc32)c1C=C(C#N)C#N	4.8	0.3	0.0	0.5	-42.4	41.1*	·	-2.5
33	Cc1cccc(CCN(CC(=O)NC2CCCCC2)C(=O)c2csnn2)c1	-1.1	1.2	0.0	-2.2	-10.4	13.9	5.1	·
34	COc1ccc(NC(=O)N2CCCCN3[C@H](CO)[C@H](c4ccc(-c5ccccc5C)cc4)[C@@H]3C2)cc1	5.3	-2.3	0.2	0.2	4.7	-18.1	0.1	-6.4
35	C[C@@H]1CN([C@@H](C)CO)C(=O)c2cc(NS(=O)(=O)c3cccs3)ccc2O[C@@H](C)CCCCO[C@@H]1CN(C)Cc1ccc(C(=O)O)cc1	-2.1	0.2	0.2	-2.0	7.3	14.3	-0.1	-2.8
36	COc1ccc(-c2c(C(=O)O)c(C(=O)O)c3n2CCC3)cc1	3.1	·	0.0	-0.3	-1.1	5.1	0.9	-6.7
37	COc1cc(OC)c(C(=O)/C=C/c2ccc(OCc3ccccc3)c(OC)c2)c(OC)c1	-10.0	-3.3	0.5	0.5	1.8	12.5	·	-2.2
38	O=C(CN1CCCC1)Nc1nnc(-c2cccs2)s1	7.4	-0.4	0.0	-0.9	-23.4	-2.9	0.5	·
39	COc1ccccc1NC(=O)N(C)C[C@@H]1Oc2ncc(C#CCN(C)C)cc2C(=O)N([C@H](C)CO)C[C@@H]1C	-6.5	1.6	-0.2	2.8	-4.5	17.2	0.4	-8.6
40	CO[C@H]1CN(C)C(=O)c2ccc(NC(=O)NC(C)C)cc2OC[C@@H](C)N(C(=O)CC2CC2)C[C@H]1C	-10.8	-0.5	0.2	1.6	1.8	9.2	-0.1	-14.2
41	COc1ccc(CSc2ccc(-c3nc4ccccn4c3NCc3ccccc3)cc2OC)cc1	·	7.0	0.2	·	·	-45.0	-0.3	0.1
42	CCN1/C(=C/c2ccc3ccccc3[n+]2CCCS(=O)(=O)[O-])C=Cc2cc(C)ccc21	9.4	-7.4	-0.1	4.4	-40.4	-21.6	0.4	6.8
43	COc1ccc(CCNC(=O)CCCn2nc(C)n3ccnc3c2=O)cc1OC	-2.5	1.1	0.1	0.5	8.0	23.5	-0.1	-0.2
44	Cc1ccc2c(COC(=O)CC3Sc4ccccc4NC3=O)cc(=O)oc2c1C (stereo not given)	1.8	·	0.0	-2.9	-30.3	6.3	·	-0.4
45	COc1ccc(S(=O)(=O)N2CCN(C(=O)c3cc(C)oc3C)CC2)cc1	4.2	-1.5	0.1	3.0	-17.1	-30.1	·	·
46	CCN1C(=O)[C@H]2[C@@H](c3ccc(-c4ccc(OC)cc4)cc3)N[C@@](CC(C)C)(C(=O)OC)[C@H]2C1=O	5.8	-1.9	0.0	2.9	-6.2	·	0.2	1.4
47	CCCn1c(N)[n+](CC(=O)c2ccco2)c2ccccc21	·	·	·	-1.4	-22.7	0.0	·	-8.9
48	CC(=O)N(/N=C/c1ccc(C)cc1)c1nc(CCl)cs1	2.9	0.8	0.0	-2.0	-2.9	8.4	-0.1	7.9
49	O=C(CN1C(=O)NC2(CCCc3ccccc32)C1=O)c1ccccc1F (stereo not given)	13.4	-3.4	0.0	1.7	-189.0	-9.9	-0.1	-7.8
50	O=C1CC2c3ccccc3C1C1C(=O)N(CCc3ccccc3)C(=O)C21 (stereo not given)	-2.2	-0.8	0.3	-0.8	-7.9	-0.5	-0.1	·
51	C[C@H]1CN([C@@H](C)CO)C(=O)c2ccccc2-c2ccccc2CO[C@@H]1CN(C)S(=O)(=O)c1ccc(F)cc1	1.5	-2.1	-0.2	-2.0	-2.2	8.3	-0.5	0.6
52	COc1cc2c(cc1OC)C(C)=NCC2	?	-0.3	·	-7.6	33.5	9.5	·	-4.7
53	CCN1CCN(c2ncnc3scc(-c4ccc(C)cc4)c23)CC1	2.3	1.4	0.1	-2.9	6.1	5.2	0.0	11.4
54	O=C1CC(c2ccccc2)CC(O)=C1C=NCCc1ccccc1 (stereo not given)	-5.4	-0.2	0.1	10.9	7.0	4.9	·	·
55	O=C(NC1CCCC1)C(c1ccc(F)cc1)N1CCC(O)(c2ccc(Cl)cc2)CC1 (stereo not given)	7.6	4.2	0.1	-0.8	-3.3	-34.6	-0.1	·
56	COc1ccc2c(-c3ccccc3)cc(SC(C)C(N)=O)nc2c1 (stereo not given)	0.9	-6.5	0.1	0.1	-30.9	-5.5	·	-2.5
57	C=CCn1c(SCC(=O)N(CC)C2CCS(=O)(=O)C2)nc2sc3c(c2c1=O)CCC3 (stereo not given)	-3.3	-1.0	136.8*	-6.2	5.1	-6.9	1.4	-3.3
58	CC(CNC(=O)[C@@H](Cc1ccccc1)NC(=O)[C@H]1O[C@@H](n2cnc3c(=O)[nH]c(N)nc32)[C@H](O)[C@@H]1O)c1ccccc1 (stereo not given in full)	-8.4	3.5	0.2	0.3	-0.4	3.2	0.3	·
59	COc1ccc(/C(O)=C2/C(=O)C(=O)N(c3ccccn3)C2c2cccc(Cl)c2)cc1 (stereo not given)	-0.4	-1.8	0.1	2.9	-7.9	-6.8	0.0	0.8

# Source: PubChem (Broad Institute)

# Rows are unselected (roughly 3.7% active in at least one column).
